Mcl1 Bid PPI = Mcl-1/Bid binding inhibitors, primary screen, biochemical, TR-FRET, 1536-well. Induced myeloid leukemia cell differentiation protein Mcl-1 (Homo sapiens), Q07820. TR-FRET Mcl-1/Bid-Dy647 peptide binding. inhibition, % at 21.7 µM. 220,000 tested, 0.97% active;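 active = compounds that cut the binding signal by more than half at the single screening dose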;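 note: His-tagged Mcl-1 with europium anti-His antibody binding Bid BH3 peptide; 0% = Mcl-1 plus peptide wells and 100% = peptide-only wells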
Target sequence (Q07820 whole entry, looked up): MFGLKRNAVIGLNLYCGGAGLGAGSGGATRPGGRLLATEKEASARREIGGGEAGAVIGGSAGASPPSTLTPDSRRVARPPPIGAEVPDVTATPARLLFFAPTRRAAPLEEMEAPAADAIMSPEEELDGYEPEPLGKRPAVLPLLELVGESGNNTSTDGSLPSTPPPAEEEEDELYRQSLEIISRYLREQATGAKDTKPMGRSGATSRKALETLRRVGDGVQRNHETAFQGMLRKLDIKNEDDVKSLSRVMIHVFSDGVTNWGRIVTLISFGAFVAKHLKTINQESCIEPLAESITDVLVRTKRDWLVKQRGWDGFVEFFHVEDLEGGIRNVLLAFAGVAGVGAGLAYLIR
RGS4-Gao reg = modulators of RGS4 binding to Galphao, primary screen, biochemical, multiplexed bead flow cytometry; 220,000 tested, 0.33% active; actives lie on both sides; binding response (% of control), % at 10 µM; Guanine nucleotide-binding protein G(o) subunit alpha (Homo sapiens), P09471; in the data active = binding response below about 49% or above about 150%; inactive = in between;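 note: fluorescent Galphao activated with aluminum fluoride binding bead-coupled RGS4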
Target sequence (P09471 whole entry, looked up): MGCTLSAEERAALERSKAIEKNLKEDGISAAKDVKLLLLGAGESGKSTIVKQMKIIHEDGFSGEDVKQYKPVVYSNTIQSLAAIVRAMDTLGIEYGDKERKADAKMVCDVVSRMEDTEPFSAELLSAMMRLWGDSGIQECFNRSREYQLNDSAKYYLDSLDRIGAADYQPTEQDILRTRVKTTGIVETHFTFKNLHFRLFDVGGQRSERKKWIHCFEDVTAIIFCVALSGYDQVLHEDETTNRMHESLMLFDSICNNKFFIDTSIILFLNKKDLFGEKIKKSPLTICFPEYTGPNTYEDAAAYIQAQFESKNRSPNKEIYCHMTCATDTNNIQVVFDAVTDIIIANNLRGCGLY
RGS7-Gao = RGS7-Galphao binding modulators, primary screen, biochemical, multiplexed bead flow cytometry; Guanine nucleotide-binding protein G(o) subunit alpha (Homo sapiens), P09471; actives lie on both sides; binding response (% of control), % at 10 µM; 220,000 tested, 0.35% active; AID 1439, 2008; in the data active = binding response below about 49% or above about 150%; inconclusive = no clear call, values can overlap the other calls; inactive = in between;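 note: fluorescent Galphao held in activated GDP-AlF4 state binding bead-coupled RGS7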
RGS8-Gao reg = RGS8-Galphao binding modulators, primary screen, biochemical, multiplexed bead flow cytometry. response (percent of control binding), % at 10 µM. Guanine nucleotide-binding protein G(o) subunit alpha (Homo sapiens), P09471. 220,000 tested, 0.34% active. actives lie on both sides; in the data active = response below about 60% or above about 140%; inactive = in between;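 note: Galphao activated as the GDP aluminium fluoride complex binding bead-coupled RGS8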
* = called active by the depositor; ? = inconclusive. This is a subset (hit frequency here may not be typical).

1	N=c1c2c3c(sc2ncn1Nc1ccccc1)CCC3
2	COc1ccc(-c2noc(CSc3nc(N)cc(=O)[nH]3)n2)cc1
3	COc1cc(O)c(C(CCN2CCCC2)c2ccc3c(c2)OCO3)c(OC)c1 (stereo not given)
4	CCN(CC)S(=O)(=O)c1ccc(N2CCOCC2)c(NC(=O)COc2ccc(Cl)cc2)c1
5	COc1ccc(/C=C2\SC(=S)N(c3cccnc3)C2=O)cc1
6	CCN(CC)S(=O)(=O)c1ccc(N2CCOCC2)c(NS(=O)(=O)c2ccc(OC)cc2)c1
7	CC(=O)NCCCc1nc2ccccc2n1Cc1c(F)cccc1Cl
8	O=[N+]([O-])c1ccccc1-c1ccc(C(=S)N2CCCCC2)o1

assay / compound	1	2	3	4	5	6	7	8
RGS7-Gao	?	?	?	?	?	?	?	?
RGS4-Gao reg	105.3	100.3	100.0	102.6	94.1	93.0	110.4	102.2
RGS8-Gao reg	101.0	100.1	96.2	98.0	98.6	99.6	102.3	100.6
Mcl1 Bid PPI	-9.8	-116.8	-71.3	-7.7	-3.5	-33.9	-13.6	-21.3

9	O=Cc1c[nH]c2ncccc12
10	COc1ccc2c(c1)CCC/C2=N\Nc1nc(C(=O)NN)cs1
11	Clc1ccc(C2[C@H]3CN(Cc4ccc(-c5ccccc5)cc4)[C@H](c4ccccc4)C34CC2(c2ccccc2)C4)cn1 (stereo not given in full)
12	O=C(CNC1CCN(Cc2ccccc2)CC1)Nc1ccc(S(=O)(=O)N2CCCCC2)cc1
13	O=C(Nc1ccc(F)cc1)c1ccc2nsnc2c1
14	COc1cc(C2c3c(oc4ccccc4c3=O)C(=O)N2c2nccs2)ccc1O (stereo not given)
15	Cc1ccc(-c2nc3[nH]c(=O)cc(NC(=O)c4cccs4)n3n2)cc1
16	Cc1ccc2c(c1)C(=C(C#N)C#N)C(=O)N2CCN1CCCCC1

assay / compound	9	10	11	12	13	14	15	16
RGS7-Gao	?	?	?	?	?	?	?	?
RGS4-Gao reg	99.6	100.0	103.9	98.8	101.0	106.6	101.4	100.1
RGS8-Gao reg	99.4	99.5	99.8	96.1	101.3	102.5	101.1	100.2
Mcl1 Bid PPI	-21.2	-67.9	-70.2	-20.4	8.8	-14.7	-18.3	-69.3

17	CCOC(=O)C1=C(C)N(c2ccc(C)cc2)C(=O)/C1=C\c1ccc(O)c(OC)c1
18	CCOC(=O)CNC(=S)SC
19	Cc1nc(-c2noc(-c3ccc(Cl)cc3)n2)c(C(F)(F)F)o1
20	CCC(=O)Nc1ccc(C(=O)CSc2nnc(-c3ccc(NS(=O)(=O)CC)cc3)o2)cc1OC
21	O=C(CCn1cnc2ccccc21)N=Nc1c(O)[nH]c2ccccc12
22	Cc1nn(C2CCS(=O)(=O)C2)c(Cl)c1/C=C/C(=O)OCC(N)=O (stereo not given)
23	CC(=O)NC1=NN(C(C)=O)C(c2ccco2)S1 (stereo not given)
24	COC(=O)c1ccc(C2NC(=O)c3c(sc(C)c3C)N2)cc1 (stereo not given)

assay / compound	17	18	19	20	21	22	23	24
RGS7-Gao	?	?	?	?	?	?	?	?
RGS4-Gao reg	69.7	104.8	104.0	98.0	99.1	93.7	101.8	103.7
RGS8-Gao reg	88.6	101.1	104.6	96.3	98.4	96.3	99.3	98.5
Mcl1 Bid PPI	-164.5	-0.9	-10.4	19.5	-26.1	-6.3	-8.3	-5.8

Complete entries, looked up by structure:
`O=[N+]([O-])c1ccccc1-c1ccc(C(=S)N2CCCCC2)o1` as listed: RGS7-Gao: ?; RGS4-Gao reg: 102.2; RGS8-Gao reg: 100.6; Mcl1 Bid PPI: -21.3
`O=C(CCn1cnc2ccccc21)N=Nc1c(O)[nH]c2ccccc12` as listed: RGS7-Gao: ?; RGS4-Gao reg: 99.1; RGS8-Gao reg: 98.4; Mcl1 Bid PPI: -26.1
`COc1cc(O)c(C(CCN2CCCC2)c2ccc3c(c2)OCO3)c(OC)c1` (stereo not given) as listed: RGS7-Gao: ?; RGS4-Gao reg: 100.0; RGS8-Gao reg: 96.2; Mcl1 Bid PPI: -71.3

Going on with the list.
25	C=C(C)C(=O)N1CC2(CC(c3cccc(NC(=O)CC)c3)=NO2)C[C@H]1C(N)=O (stereo not given in full)
26	CC(=O)c1ccc(-c2ccc([C@H]3[C@H]4C=CC[C@@H](C)[C@@H]4C(=O)N3Cc3ccccc3)c(F)c2)cc1
27	NC(=O)CC(NC(=O)Cc1ccc(Br)cc1)c1ccc(NCc2ccccn2)c([N+](=O)[O-])c1 (stereo not given)
28	COc1ccc(NC(=O)c2cc(F)c(F)cc2Cl)cc1Cl
29	Cc1cc(C)n2ncc(/C(N)=N/OC(=O)Nc3ccccc3)c2n1
30	CCN1CCN(Cc2ccc(NC(=O)c3ccc(C)c(NC(=O)C[C@@H]4NC(=O)[C@H](Cc5ccccc5)NC4=O)c3)cc2C(F)(F)F)CC1
31	C/C=C\C=C/C(=O)Nc1cccc(C2=NOC3(C2)C[C@@H](C(N)=O)N(C(=O)COc2ccc(Cl)cc2)C3)c1 (stereo not given in full)
32	Cc1nc(NC(=S)NC(=O)c2ccccc2)sc1C

assay / compound	25	26	27	28	29	30	31	32
RGS7-Gao	?	?	?	?	?	?	?	?
RGS4-Gao reg	105.2	107.3	102.9	116.9	99.0	101.1	94.3	91.8
RGS8-Gao reg	102.5	108.0	102.9	114.1	99.2	100.2	92.8	100.1
Mcl1 Bid PPI	-4.7	-25.7	-53.2	0.6	-25.1	27.2	30.4	-4.5

33	Cc1cc2c(NC(=O)CCCC(=O)O)cccc2nn1
34	CCOC(=O)c1[nH]c2cc3c(cc2c1NC(=O)CN1CCN(CCO)CC1)OCO3
35	N#Cc1c(-c2ccccc2Cl)c2c([nH]c1=O)-c1ccccc1OC2
36	COc1cc(C(CCN2CCCCC2)c2c(OC)cc(OC)c3c(C)cc(=O)oc23)cc(OC)c1OC (stereo not given)
37	COCCCn1c(SCC(=O)NC(C)(C)C)nnc1-c1cccs1
38	COc1ccc(N(CC(=O)NCCC2=CCCCC2)S(=O)(=O)c2ccccc2)cc1
39	COc1ccccc1CNC(=O)C1CC(c2ccccc2C(F)(F)F)=NO1 (stereo not given)
40	CCOC(=O)c1c(C)nn(-c2ccc(NC(=O)CSCC(=O)O)cc2)c1C

assay / compound	33	34	35	36	37	38	39	40
RGS7-Gao	?	?	?	?	?	?	?	?
RGS4-Gao reg	96.6	93.5	108.1	102.0	100.0	96.6	104.2	105.4
RGS8-Gao reg	97.5	95.5	105.6	102.2	101.3	99.8	100.6	103.3
Mcl1 Bid PPI	-26.6	-26.0	13.6	-64.9	-70.9	-22.4	-23.1	11.5

41	COc1ccc(-c2csc3nc(-c4ccccc4F)oc(=O)c23)cc1
42	COc1ccc(/C=C/C(=O)NCCSCc2ccco2)cc1OC
43	O=C(O)c1ccc2c(=O)n3cc(C(=O)c4ccccc4O)cc(Cl)c3nc2c1
44	C=C(C)C1Cc2c(C)nn(-c3cccc4cccnc34)c2C1 (stereo not given)
45	CCOC(=O)c1cnc(-c2ccc(C(F)(F)F)cn2)[nH]c1=O
46	COc1ccc(/C=C2\N=C3CCCN3C2=O)cc1
47	Cc1cc(Nc2ccc(F)c(F)c2)nc(-c2ccccc2O)n1
48	Cn1c(=O)c2c(nc(Sc3ncnn3CC(=O)NC3CCCCC3)n2C)n(C)c1=O

assay / compound	41	42	43	44	45	46	47	48
RGS7-Gao	?	?	?	?	?	?	?	?
RGS4-Gao reg	97.8	99.4	96.3	101.3	103.2	94.9	102.4	102.3
RGS8-Gao reg	99.3	98.7	95.6	100.9	101.3	100.0	99.3	99.4
Mcl1 Bid PPI	-17.6	-5.7	-93.7	-16.2	7.6	-26.3	-4.5	-19.4

49	Nc1ccc(-c2cnc[nH]2)cc1[N+](=O)[O-]
50	CNc1ncnc(Sc2ccc(Cl)cc2)c1[N+](=O)[O-]
51	Cc1ccc(S(=O)(=O)N(C)C)cc1[N+](=O)[O-]
52	CC1CCC2(CC1)NC(=O)N(CC(=O)NC(=O)Nc1ccc3c(c1)OCCO3)C2=O (stereo not given)
53	O=C(NNC(=O)c1csc(-c2cccnc2)n1)c1ccccc1
54	COc1ccc(-c2csc(NC(=S)NC(=O)/C=C/c3ccccc3)n2)cc1Br
55	COC(=O)C1C(C(=O)OC)C1(c1ccccc1)c1ccccc1 (stereo not given)
56	COc1ccccc1C(=O)N1CCC(N2CCN(c3ccccc3)CC2)CC1

assay / compound	49	50	51	52	53	54	55	56
RGS7-Gao	?	?	?	?	?	?	?	?
RGS4-Gao reg	90.4	98.5	99.3	109.3	117.0	103.1	96.5	101.6
RGS8-Gao reg	97.4	99.4	101.2	102.9	112.8	100.3	102.4	99.2
Mcl1 Bid PPI	-68.3	-5.0	-10.7	-4.4	-23.1	9.9	-59.9	55.5*

57	O=S(=O)(Nc1nc2ccccc2nc1OCC(F)(F)F)c1cccs1
58	CCCCSc1nnc2c(n1)OC=Nc1ccccc1-2
59	O=C(CN1CCC(C(=O)O)CC1)Nc1ccccc1Oc1ccccc1
60	CCC(=O)Oc1ccc2c(c1)OC1(OC(C)=O)OC(C)CC1=C2C (stereo not given)
61	N=c1sccn1CC(=O)Nc1cc(S(=O)(=O)N2CCCCC2)ccc1Cl
62	Cc1cc(NC(=O)CCN2C(=O)/C(=C\c3ccccc3)SC2=S)no1
63	Cc1ccc(NC(=O)c2cc(C(C)(C)C)nn2Cc2ccccc2)cc1
64	COc1ccc(-c2cc(-c3ccccc3)nc(=O)[nH]2)cc1

assay / compound	57	58	59	60	61	62	63	64
RGS7-Gao	?	?	?	?	?	?	?	?
RGS4-Gao reg	95.0	104.5	106.1	103.7	100.5	96.5	100.6	97.3
RGS8-Gao reg	97.6	99.1	101.3	99.5	101.5	99.1	98.0	99.4
Mcl1 Bid PPI	42.5	-4.3	-1.1	-0.3	-18.5	-4.7	3.1	13.3

65	CC(C)NC(=O)/C(C#N)=C/c1ccc(N(C)C)o1
66	Cc1ccc(-n2nc(C)c3c(C)onc3c2=O)cc1
67	O=S(=O)([N-]c1nc2ccccc2nc1-[n+]1ccc(Cc2ccccc2)cc1)c1ccc(Br)s1
68	O=C(CC1NCCN(Cc2ccccc2)C1=O)Nc1ccccc1 (stereo not given)
69	c1ccc(Nc2nc(NCc3ccco3)c3ccccc3n2)cc1
70	COc1ccc(/C=C2\SC(=S)N(CCCC(=O)Nc3ccc(O)cc3)C2=O)cc1
71	CC1CCc2c(cnc3ncnn23)C1 (stereo not given)
72	O=C(CCc1ccc(O)cc1)N/N=C/c1coc2ccccc2c1=O

assay / compound	65	66	67	68	69	70	71	72
RGS7-Gao	?	?	?	?	?	?	?	?
RGS4-Gao reg	101.8	109.9	90.9	107.0	104.8	91.5	100.7	101.5
RGS8-Gao reg	100.7	107.8	99.1	102.0	101.8	95.8	99.8	101.8
Mcl1 Bid PPI	-45.0	-8.3	-58.8	-24.8	0.2	-10.8	-13.7	-5.0

Records 71 to 72 from above:
71	CC1CCc2c(cnc3ncnn23)C1 (stereo not given)
72	O=C(CCc1ccc(O)cc1)N/N=C/c1coc2ccccc2c1=O

assay / compound	71	72
RGS7-Gao	?	?
RGS4-Gao reg	100.7	101.5
RGS8-Gao reg	99.8	101.8
Mcl1 Bid PPI	-13.7	-5.0

Next records.
73	CC(=O)C1C(=O)c2c(cccc2[N+](=O)[O-])C1=Nc1cccc(Cl)c1 (stereo not given)
74	Cc1ccc(NC(=O)c2nc[nH]c2C(=O)N2CCN(c3ccccc3)CC2)cc1
75	CC(C)=C(NC(=O)c1ccccc1)C(=O)Nc1ccc(C(=O)O)cc1
76	Cc1nc(Nc2ccc(O)cc2)c2c3c(sc2n1)CCCC3
77	O=C1CCN(S(=O)(=O)c2ccc(Cl)cc2)CCN1
78	Cc1noc2ncnc(SCc3ccc(C(F)(F)F)cc3)c12
79	COc1ccc(C2(C(=O)c3ccccc3)C(=O)c3ccccc3C2=O)cc1

assay / compound	73	74	75	76	77	78	79
RGS7-Gao	?	?	?	?	?	?	?
RGS4-Gao reg	111.4	106.7	100.4	94.1	107.4	103.0	96.0
RGS8-Gao reg	102.4	102.3	101.7	100.3	102.9	103.8	96.5
Mcl1 Bid PPI	-16.6	-33.6	-15.1	-13.4	-11.9	69.4*	-47.7

Compounds listed so far containing a cyano group (three):
16	Cc1ccc2c(c1)C(=C(C#N)C#N)C(=O)N2CCN1CCCCC1
35	N#Cc1c(-c2ccccc2Cl)c2c([nH]c1=O)-c1ccccc1OC2
65	CC(C)NC(=O)/C(C#N)=C/c1ccc(N(C)C)o1

assay / compound	16	35	65
RGS7-Gao	?	?	?
RGS4-Gao reg	100.1	108.1	101.8
RGS8-Gao reg	100.2	105.6	100.7
Mcl1 Bid PPI	-69.3	13.6	-45.0

Bioassay records as filed in PubChem.
